4MU fluor = qHTS Assay for Spectroscopic Profiling in 4-MU Spectral Region | compound autofluorescence, 340/450 nm, 4-MU equivalents; active compounds read high | max dye-equivalent concentration, M | 59,000 tested, 11% active | AID 589, 2007; in the data active means max dye-equivalent concentration above about 10 nM; inconclusive means mostly about 1.1 nM to 9.6 nM
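Intrinsic fluorescence at 340/450 nm (ex/em) was read after 15 min at room temperature in pH 8.0, 100 mM Tris. Each compound concentration expressed as 4-MU-equivalent concentration from a six-point 4-MU standard series on each plate.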
A350 fluor = qHTS Assay for Spectroscopic Profiling in A350 Spectral Region; max dye-equivalent concentration, M; 59,000 tested, 11% active; Compound autofluorescence, 340/450 nm, Alexa 350 dye-equivalents; active compounds read high; in the data active means max dye-equivalent concentration above about 10 nM; inconclusive means mostly about 1.1 nM to 9.6 nM
Fluorescein autfl = qHTS Assay for Spectroscopic Profiling in Fluorescein Spectral Region | Compound autofluorescence, 480/540 nm, fluorescein-equivalent; active compounds read high | max fluorescein-equivalent concentration, M | 59,000 tested, 0.91% active | AID 593, 2007; in the data active means max fluorescein-equivalent concentration above about 10 nM; inconclusive means between about 1.1 nM and that limit
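Tris 100 mM pH 8.0; 15 min RT; CCD read, ex 480/em 540 nm. Output: fluorescein-equivalent concentration per compound concentration, from six-point dye series on each plate.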
Caspase-7 inhib = qHTS Assay for Allosteric/Competitive Inhibitors of Caspase-7; P55210; recombinant caspase-7, Ac-DEVD-AFC fluorescence rate; Potency, µM (doses to about 57.5 µM), without a hit: at the highest dose activity change, negative = inhibition, actives largely listed as inhibitors; 75,000 tested, 0.02% active; active means well fitted inhibition curve with a large enough effect in the main read-out, with a control signal flat, not every such curve was filed as active; inconclusive means small, poorly fitted or top-dose-only effect, or a change in a side signal; further: potency means the concentration at half of the fitted maximal effect; % of control where 0% means no effect
BRCT inh red = qHTS Assay for Inhibitors of BRCT-Phosphoprotein Interaction (Red Fluorophore); Breast cancer type 1 susceptibility protein (Homo sapiens), P38398; BRCT-phosphopeptide binding, red fluorescence polarization; Potency, µM (doses to about 76.9 µM), inactives show at the top dose activity change, negative = inhibition, actives largely listed as inhibitors; 75,000 tested, 0.03% active; AID 892, 2007; further: on the % scale 0 is the no-effect control and ±100 the full control effect
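Rhodamine-labelled pBACH1 10-mer (100 nM) bound to BRCT domain (100 nM) at pH 7.3; compounds incubated 12 min room temperature, polarization read. Free peptide defines full inhibition; unlabelled decapeptide titrated as control.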
HEK293 cAMP cs = qHTS Assay for Agonists of the Thyroid Stimulating Hormone Receptor: Activators of Intracellular cAMP Concentrations in Parental HEK 293; Potency, µM (top dose mostly 57.1 µM), without a hit: top-dose activation, most hits filed as activators; 73,000 tested, 2.5% active; parental HEK293 CNG cAMP sensor, membrane potential fluorescence; further: potency means the concentration at half of the fitted maximal effect; % of control where 0% means no effect; nearly all actives have a fitted effect of over 55% in size
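Parental HEK 293 cells stably expressing a modified CNG channel (no TSHR) report cAMP rise as membrane depolarization. Membrane potential dye with 100 uM RO 20-1724 was loaded for 60 min at room temperature, then compound added for 30 min; fluorescence read at 590 nm.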
BRCT inh green = qHTS Assay for Inhibitors of BRCT-Phosphoprotein Interaction (Green Fluorophore); Potency, µM (series often up to 76.9 µM), for inactives: at the highest dose activity change, negative = inhibition, usual class: inhibitors; 75,000 tested, 0.05% active; AID 875, 2007; BRCA1 BRCT-phosphopeptide binding, green fluorescence polarization;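 further: potency means the concentration at half of the fitted maximal effect; plate controls were peptide without protein for full effect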
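Compounds were incubated for 12 min at room temperature with a complex of 100 nM fluorescein-tagged pBACH1 decapeptide and 250 nM His-tagged BRCT protein. Buffer was phosphate pH 7.3 with EDTA, DTT and Tween 20. Disruption of binding lowers the polarization signal.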
USP2a inh = qHTS Assay for Inhibitors of Ubiquitin-specific Protease USP2a | 60,000 tested, 0.1% active | Potency, µM (doses to about 38.3 µM), for inactives: at the highest dose activity change, negative = inhibition, usual class: inhibitors | USP2a enzymatic assay, qHTS inhibition;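 further: potency means the concentration at half of the fitted maximal effect; nearly all actives have a fitted effect of over 60% in size; plate controls were DMSO for no effect and NEM full inhibition control for full effect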
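20 nM USP2 core + cpd, 30 min RT; add 20 nM Ub-PLA2/20 uM NBD C6-HPC; read Ex460/Em535 at 0 h and 2.5 h. Normalized to NEM; qHTS curve fit/classification.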
Caspase-1 inhib = qHTS Assay for Allosteric/Competitive Inhibitors of Caspase-1; Caspase-1 enzyme, Ac-WEHD-AFC fluorogenic rate; P29466; AID 900, 2007; 75,000 tested, 0.03% active; Potency, µM (top dose mostly 57.5 µM), for inactives: top-dose activity change, negative = inhibition, actives largely listed as inhibitors;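 further: potency means the concentration at half of the fitted maximal effect; plate controls were vehicle for no effect and no substrate for full effect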
UbGFP stabilizer = Ubiquitin-GFP Assay | Ubiquitin-GFP reporter cells, proteasome inhibition, GFP fluorescence; response scale: untreated = 0%, 10 µM MG-132 = 100% | Potency, µM (top dose mostly 45.9 µM), without a hit: top-dose activation (GFP accumulation), actives largely listed as activators | 67,000 tested, under 10 active; active means well fitted activation curve with a large enough effect, not every such curve was filed as active; inconclusive means small, poorly fitted or top-dose-only effect, or another doubt; inactive means no such curve, though single readings can be large or run the other way; further: potency means the concentration at half of the fitted maximal effect
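Reporter cells (U2OS, ubiquitin-G76V-GFP fusion) are plated overnight, then treated 4 hr at 37 °C with compound titrations from 46 uM down to 2.9 nM. Activity is scaled against untreated cells and 10 uM MG-132.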
GFP derepression = qHTS Assay for Epigenetic Modulators. mouse C127i GFP locus derepression, cytometry, 30 h. Potency, µM (titrated, usually from 46.1 µM), for the others: top-dose GFP derepression (activation). 68,000 tested, 0.09% active. AID 597, 2007; further: % of control where 0% means no effect
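Read-out is the number of GFP-positive cells, scored as fluorescent objects 20 to 120 um wide, reflecting derepression of a silenced CMV-GFP reporter in murine C127i cells after 30 h compound exposure at 37 C.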
Numbers without * were called inactive; i = inactive; ? = inconclusive; . = no result given; & = joins results of further samples; ! = a repeat was not active; [ ] = another dose, or the depositor's remark. Unless noted, the call rests on the fitted dose curve; in most records, active means well fitted curve in the direction sought with a large enough effect; inconclusive means small, poorly fitted or top-dose-only effect, or another doubt; inactive means no such curve, though single readings can be large; an effect the other way counts as inactive or inconclusive. A portion of the library, so the mix of outcomes need not match the whole.

Structure	UbGFP stabilizer	4MU fluor	Fluorescein autfl	BRCT inh red	HEK293 cAMP cs	Caspase-7 inhib	USP2a inh	Caspase-1 inhib	BRCT inh green	A350 fluor	GFP derepression
CCOC(=O)C(C)Sc1nnc2n1C(C)(C)Cc1ccccc1-2 (stereo not drawn)	0%	i	i	-0.7%	26%	-2%	5%	1%	-1.4%	i	-1%
Cc1cc(CNC(=O)[C@H](C)[C@@H]2C[C@@]2(C)[C@@H](NC(=O)OCc2ccccc2)c2ccccc2)nn1C	.	.	.	-1.3%	15%	0%	.	0%	-1.9%	.	.
CC1=C(C(=O)OC(C)C)C(C2CC=CCC2)NC(=O)N1 (stereo not drawn)	-12%[9.17 µM]	.	.	-0.9%	7%[11.4 µM]	1%	5%[7.66 µM]	-2%	-0.3%	.	-2%
CCn1c(-c2cc(OC)c(OC)c(OC)c2)n[nH]c1=S	0%	i	i	-1.0%	-5%	-1%	-3%	1%	-0.8%	i	-1%
COc1ccc(OC)c(C(c2nnnn2CC2CCCO2)N2CCN(C3CCCC3)CC2)c1 (stereo not drawn)	-2%	i	?	-0.1%	?	-2%	-1%	-1%	-0.9%	i	6%
O=C(OCCN1C(=O)c2ccccc2C1=O)c1cnccn1	-2%	i	i	-1.5%	-8%	0%	-7%	-1%	-1.2%	i	7%
NS(=O)(=O)c1ccc(NC(=O)c2ccccc2C(=O)N2CCCCC2)cc1	-4%	i	?	0.5%	7%	1%	-1%	-2%	-1.0%	i	-2%
N#Cc1nc(-c2cccs2)oc1NCc1ccc(Cl)cc1	.	.	.	0.2%	4%	-7%	.	-6%	-2.0%	.	.
Cc1noc(C)c1S(=O)(=O)N1CCC(C(=O)N2CCN(C3CCCC3)CC2)CC1	2%	i	i	-1.4%	4%	4%	9%	-1%	-1.8%	i	1%
Cn1ccc(C(=O)OCC(=O)c2ccccc2)n1	16%[9.17 µM]	.	.	-1.2%	?	2%	0%[7.66 µM]	1%	-0.6%	.	0%
COc1ccc(Cc2nnc(SCC(=O)Nc3nc(C)cs3)o2)cc1	-8%	i	?	1.4%	4%	-7%	51%[activator]	-2%	13%	i	4%
O=C(c1csnn1)N1CCC2(CC1)CCN(c1ccccc1)CC2	-15%	i	i	-0.5%	0%	-1%	24%	-1%	-2.0%	i	-2%[9.22 µM]
COc1ccccc1CNS(=O)(=O)c1ccc2[nH]cc(C(=O)O)c(=O)c2c1	-6%	?	i	-1.1%	22%	1%	1%	2%	1.9%	?	6%
Nn1c(SCC(=O)Nc2ccc(F)cc2F)nnc1C1CCCCC1	3%	?	i	-0.9%	6%	-1%	1%	-1%	-2.7%	?	0%
CCOCc1nnc(NC(=O)c2ccco2)s1	-1%	i	?	-2.0%	-3%	2%	0%	0%	-0.7%	i	0%
COC(=O)Cn1c(C(=O)N(C)C)cc2c1C[C@H]1CN(C(=O)c3ccccc3)[C@@](Cc3ccc(OC)cc3)(C(=O)OC)[C@@H]21	.	.	.	-1.3%	?	1%	.	1%	0.5%	.	.
COc1ccc(-c2cc(C(=O)Nc3ccc(C)cc3)no2)cc1	-7%	i	i	2.3%	0%	-1%	8%	-2%	-4.4%	i	-1%
CC1CCC2C(=O)N3C(CCC(C)[C@H]3c3ccccc3Br)C(=O)N2C1c1ccccc1Br (stereo partly drawn)	.	.	.	2.1%[15.4 µM]	18%[11.4 µM]	1%[11.5 µM]	.	-1%[11.5 µM]	-1.6%[15.4 µM]	.	.
Fc1ccc(C(c2ccc(F)cc2)N2CCN(C/C=C\c3ccccc3)CC2)cc1	3%	2.1e-08M*!	?	0.3%	-9%	-1%	14%[17.1 µM]	-5%	-4.9%	1.9e-08M*!	-1%
O=S(=O)(Nc1ccc(N2CCCCC2)cc1)c1cccs1	1%	i	i	1.4%	-14%	0%	8%	0%	-1.3%	i	3%
Cc1ccc(C(=O)Nc2sc3c(c2C(=O)O)CCCCC3)o1	4%	i	i	0.5%	9%	-1%	-12%	0%	-0.6%	?	-2%
CCOC(=O)N1CCN(C(=O)COc2ccc(S(=O)(=O)NC3CCCCC3)cc2C)CC1	-1%	i	i	-0.1%	5%	-2%	17%	-2%	-1.0%	i	-2%
Cc1cccc2[nH]c3c(=O)n(CCN4CCNCC4)cnc3c12	-3%	i	i	0.1%	1%	-3%	0%	-3%	1.0%	i	2%
COc1ccc(NC(=O)c2c(-c3ccccc3Cl)noc2C)c(OC)c1	7%	i	i	-3.3%	?	-6%	-16%	-6%	-1.5%	i	-2%
Cc1cccc2cc(CN(CC3CCCO3)C(=O)c3cccnc3)c3nnnn3c12 (stereo not drawn)	5%	i	i	0.9%	-9%	-1%	9%	-2%	1.6%	i	0%
O=C(NCc1ccccc1)c1noc2c1CCCCC2	-3%	i	i	-0.1%	14%	0%	10%	0%	0.7%	i	-2%
CCCn1c(SCC(=O)N2CCCCC2)nnc1-c1ccco1	4%	i	?	-1.1%	-6%	-2%	5%	2%	-0.7%	?	0%
COCCNC(=O)c1cc(-c2ccc(Cl)c(Cl)c2)on1	-3%	.	.	0.7%	1%	1%	.	-1%	-3.4%	.	-3%
Cc1cccc(S(=O)(=O)C(C#N)c2nc3ccccc3nc2N2CCOCC2)c1 (stereo not drawn)	2%	1.7e-08M*	i	-4.6%	-14%	?	-2%	?	-8.8%	2.3e-08M*	8%
CN(C)c1cc(-c2ccccc2)nc(N)n1	-10%	.	.	1.2%	7%	-1%	.	2%	0.2%	.	1%
COC(=O)c1c(C)[nH]c(C)c1C(=O)c1ccccc1Cc1ccccc1	-3%&0%	i	?	-3.0%	?	1%	-9%	2%	-1.3%	i	?
Oc1ccccc1CNc1nc2ccccc2n1CCN1CCCCC1	22%	.	.	-4.2%	23%	-3%	.	2%	-1.0%	.	-4%
Cc1cccc(NC(=O)C2CCCN2S(=O)(=O)c2ccc(F)cc2)c1C (stereo not drawn)	-2%	i	i	-0.8%	8%	-1%	26%	-1%	-0.1%	i	2%
N#CCCN(C(=O)Nc1ccccc1)c1ccccc1	-1%	i	i	-0.4%	0%	-1%	32%[activator]	-2%	0.7%	i	-2%
CCN(CC)C(=O)CSc1nnc(CCNC(=O)OC(C)(C)C)o1	-4%	i	i	-0.6%	6%	0%	4%	-1%	-0.2%	i	0%
OC/C=C/c1ccc(O)c(O)c1	.	.	.	-3.5%	.	1%	-3%	0%	-3.7%	.	.
O=C(NC1(C(=O)NC2CCCCC2)CCCCC1)c1ccc2c(c1)OCO2	2%	i	i	-0.6%	?	-1%	10%	-1%	-1.4%	i	1%
O=C(Cn1cc2c(n1)CCCC2)NCC1CCCO1 (stereo not drawn)	-6%	.	.	0.5%	7%	0%	.	-5%	-3.1%	.	3%

Laid out differently: entries from further up.
Value order – UbGFP stabilizer	4MU fluor	Fluorescein autfl	BRCT inh red	HEK293 cAMP cs	Caspase-7 inhib	USP2a inh	Caspase-1 inhib	BRCT inh green	A350 fluor	GFP derepression
Oc1ccccc1CNc1nc2ccccc2n1CCN1CCCCC1
    22%	.	.	-4.2%	23%	-3%	.	2%	-1.0%	.	-4%
O=C(NC1(C(=O)NC2CCCCC2)CCCCC1)c1ccc2c(c1)OCO2
    2%	i	i	-0.6%	?	-1%	10%	-1%	-1.4%	i	1%
N#CCCN(C(=O)Nc1ccccc1)c1ccccc1
    -1%	i	i	-0.4%	0%	-1%	32%[activator]	-2%	0.7%	i	-2%
OC/C=C/c1ccc(O)c(O)c1
    .	.	.	-3.5%	.	1%	-3%	0%	-3.7%	.	.
Cc1cccc(NC(=O)C2CCCN2S(=O)(=O)c2ccc(F)cc2)c1C (stereo not drawn)
    -2%	i	i	-0.8%	8%	-1%	26%	-1%	-0.1%	i	2%

Bioassay records (PubChem)
